# Source: PubChem BioAssay (Johns Hopkins Ion Channel Center)
# CHT allo act – allosterically activates the human high affinity choline transporter | CHT-expressing cells, membrane potential dye, choline EC20; stronger effect = higher value; LV-AA mutant CHT in HEK293 cells | 0.49% of 310,000 active | Q9GZV3 | B-score at 10 µM | AID 488977;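 active = initial fluorescence not abnormally high and integrated response B-score, plate-corrected, over 3 SD above library mean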
# Target sequence (Q9GZV3 whole entry, looked up): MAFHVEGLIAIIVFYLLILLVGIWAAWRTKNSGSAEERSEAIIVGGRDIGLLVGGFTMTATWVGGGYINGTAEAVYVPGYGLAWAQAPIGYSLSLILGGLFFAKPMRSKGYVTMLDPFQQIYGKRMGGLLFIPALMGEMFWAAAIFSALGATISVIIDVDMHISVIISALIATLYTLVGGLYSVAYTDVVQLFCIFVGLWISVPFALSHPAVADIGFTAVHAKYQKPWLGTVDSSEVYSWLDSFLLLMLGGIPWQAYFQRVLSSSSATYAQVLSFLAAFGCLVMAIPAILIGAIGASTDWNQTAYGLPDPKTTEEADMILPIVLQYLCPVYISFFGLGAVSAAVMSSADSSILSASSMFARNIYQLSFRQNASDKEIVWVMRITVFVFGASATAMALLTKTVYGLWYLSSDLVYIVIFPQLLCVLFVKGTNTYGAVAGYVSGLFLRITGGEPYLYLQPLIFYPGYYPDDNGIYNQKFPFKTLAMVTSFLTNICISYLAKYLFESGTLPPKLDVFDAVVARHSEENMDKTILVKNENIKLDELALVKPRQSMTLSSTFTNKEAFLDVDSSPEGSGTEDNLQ
# CHT block – inhibits the human high affinity choline transporter | B-score at 10 µM | CHT-expressing cells, membrane potential dye, choline response; stronger effect = lower value | Q9GZV3 | 0.86% of 310,000 active | AID 488975;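 active = B-score over 3 SD under the library average, and starting fluorescence ratio not unusually high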;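 also: choline stimulus applied at its EC90 after an EC20 pre-addition; B-score computed on integrated fluorescence ratio after choline addition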
# * marks the source's active call; other numbers are inactive results; i = inactive.
SMILES,CHT allo act,CHT block
CCOc1ccc(C(=O)Nc2c3c(nn2C(C)(C)C)CSC3)cc1OCC,i,i
O=C(CSc1nccc(=O)[nH]1)Nc1ccc2c(c1)OCCO2,i,i
O=C(O)CCc1nn2c3ccccc3n(CC(=O)O)c2nc1=O,i,i
Cc1cccn2c(CN3CCCN(C=O)CC3)c(C(=O)N(C)CCc3ccccc3)nc12,i,i
COc1cccc(NC(=O)COc2cccc3c2CCNC3=O)c1,i,i
Cc1ccccc1N1C(=O)c2cc(S(N)(=O)=O)c(Cl)cc2NC1C (stereo unspecified),i,i
Cc1ccc(CSCc2ccc(C(=O)NC3CCCC3)o2)cc1,i,i
Cc1ccc(N2C(=O)SC(N(CC(=O)O)c3cccc(C)c3)C2=O)cc1 (stereo unspecified),i,i
CC(=O)c1ccc(N2C(=NC(=O)CCc3ccccc3)SC3CS(=O)(=O)CC32)cc1 (stereo unspecified),i,i
CCn1c2ccccc2c2cc(N=C3SC(CC(=O)Nc4ccccc4)C(=O)N3C)ccc21 (stereo unspecified),i,i
CC1CC=C(c2ccccc2)C(=S)N1 (stereo unspecified),i,i
CC1(C)Cc2c(sc3c2c(N)nc(=S)n3Cc2ccc(Br)cc2)CO1,i,i
CCCn1c(N)c(Sc2ccc(Cl)cc2)c(=O)n(CCC)c1=O,i,i
C=C1/C(=C\C=C2/CCC[C@]3(C)[C@@H]([C@H](C)CCCC(C)(C)O)CC[C@@H]23)C[C@@H](O)C[C@@H]1O,i,i
CSc1ccc(CN(C)Cc2nc3cc(C(F)(F)F)ccc3c(=O)[nH]2)cc1,i,i
COc1ccc(NC(=O)c2oc3ccccc3c2NC(=O)c2ccco2)cc1,i,i
C=CCNC(=O)c1ccccc1NC(=O)c1ccccc1SC,i,i
CNC(=O)CSc1cnc2ccccc2n1,i,i
CCCCN(C(=O)c1cc(S(=O)(=O)N2CCCCCC2)ccc1OC)c1c(N)n(CCC)c(=O)[nH]c1=O,i,i
Cc1cc(C)n2nc(CNS(=O)(=O)c3ccc(CC(C)C)cc3)nc2n1,i,i
C1CN(c2nc3nonc3nc2N2C[C@H]3CC[C@H]2C3)CCS1,i,i
Nn1c(SCC(=O)NCc2ccccc2)nnc1C1CC1,i,i
Cc1cccc(C(=O)N2N=C(c3ccc(NS(C)(=O)=O)cc3)CC2c2cccs2)c1 (stereo unspecified),i,i
Cc1cc(NS(=O)(=O)c2ccc(NC(=O)c3ccco3)cc2)no1,i,i
O=C(CCl)N(Cc1ccccc1)c1ccccc1,i,i
O=C(Cn1nnc2ccccc21)c1ccc(Cl)cc1,i,i
CCOC(=O)Cc1nn[nH]n1,i,i
CCOC(=O)c1c(C)n(C)c2cc(Br)c(C(=O)OC)cc12,i,i
CCn1cc(CN2CCCC(C(=O)Nc3ccc(-c4cscn4)cc3)C2)cn1 (stereo unspecified),i,i
COc1ccc(N2C(=O)S[C@@H]3CS(=O)(=O)C[C@@H]32)cc1,i,i
CC1CCN(C(=O)C2c3ccccc3C(=O)N3CCc4ccccc4C23)CC1 (stereo unspecified),i,i
O=C(CC1C(=O)NCCN1Cc1cccc(Oc2ccccc2)c1)NCc1cccnc1 (stereo unspecified),i,i
Cc1ccc(NC(=S)N2CCOCC2)c(C)c1,i,i
CSc1ccc(CN(C)CC(=O)Nc2c(F)cccc2F)cc1,i,i
CC(C)(C)NC(=O)NC(=O)CN1CCC(Cc2ccccc2)CC1,i,-7.2*
O=C(c1ccccn1)N1CCCC(N2CCN(c3ccc(F)cc3)CC2)C1 (stereo unspecified),i,i
O=C1CCCCN1CCc1c[nH]c2ccccc12,i,i
O=C(CCN1C(=O)C2CCCCC2C1=O)Nc1ccc(Br)cc1F (stereo unspecified),i,i
COc1ccc(C2c3c(ccc4ccccc34)Oc3ncn4nc(-c5ccco5)nc4c32)cc1 (stereo unspecified),i,i
COc1ccc(C(=O)NC(NC(=O)c2ccc(OC)cc2)c2ccccc2F)cc1,i,i
CN1CCN(CCc2nc3cc(NC(=O)c4ccco4)ccc3n2C)CC1,i,i
Cc1cc(SC(C)C(=O)O)nc2ccccc12 (stereo unspecified),i,i
COc1ccc(N=C2SC(C(=O)Nc3ccc(F)cc3)CC(=O)N2C)cc1 (stereo unspecified),i,i
CCOC(=O)c1cc(-c2ccco2)nc2c1c(C)nn2-c1ccccc1,i,i
COc1ccc(CCNCC(O)COc2cccc(Br)c2)cc1OC (stereo unspecified),i,i
NC(=O)c1cn(-c2ccccc2)nc1-c1cccnc1,i,i
COC(=O)CC1=NN(c2ccc(OC)cc2)C(=O)/C1=C\c1ccc(Cl)cc1,i,i
Cc1ccc(CC(=O)NCCCn2ccnc2)cc1,i,i
Cc1cc(C(=O)N/N=C/c2cccn2C)no1,i,i
O=C(C1CCCN(Cc2ccncc2)C1)N1CCc2ccccc2C1 (stereo unspecified),i,i

# New compounds follow:
SMILES,CHT allo act,CHT block
COc1ccccc1-[n+]1c(C)cc(/C=C2\Sc3ccccc3N2C)cc1C,i,i
N#Cc1ccc(C(c2nnnn2C2CCCC2)N2CCC(Cc3ccccc3)CC2)cc1 (stereo unspecified),i,i
CSc1ccc(/C=C(\C#N)C(=O)Nc2cccc(C)c2)cc1,i,i
Cc1[nH]c(=S)c(C#N)c2c1CCCC2,i,i
Cc1ccc(NC(=O)/C(=C/c2cccc([N+](=O)[O-])c2)NC(=O)C2CCCCC2)cc1,i,i
COc1ccc(NC(=O)CSCC(=O)Nc2ccccc2N2CCCC2)cc1,i,i
COc1ccc(OC)c(NC(=O)CCCN2C(=O)C3C4C=CC(C4)C3C2=O)c1 (stereo unspecified),i,i
O=c1[nH]cc(-c2ccccc2)c(=O)[nH]1,i,i
CCC(=O)N/N=C(\C)CC(=O)Nc1ccc(Cl)cc1,i,i
CCc1nnc(NS(=O)(=O)c2ccc(NC(=S)NC(=O)c3cccnc3)cc2)s1,i,i
CCC1=NN(C(=O)CCc2ccccc2)C(O)(C(F)(F)F)C1 (stereo unspecified),i,i
Cc1nn(C)c(Sc2ccccc2N)c1[N+](=O)[O-],i,i
O=S(=O)(c1ccccc1)c1cnc(-c2ccccc2)nc1N1CCCCC1,i,i
Cc1cccc(NC(=O)Cc2cccs2)n1,i,i
O=C(c1ccccc1)N1CCC2(CC1)NCCc1[nH]cnc12,i,i
CN(c1ccc(Cl)cc1)c1cc(=O)n(C)c2ccccc12,i,i
CCn1cc(C(=O)N[C@@H](CCSC)C(=O)NCCN2CCOCC2)c(=O)c2cc3c(cc21)OCO3,i,i
O=C(N/N=C1\CCS(=O)(=O)c2ccc(F)cc21)c1ccc([N+](=O)[O-])cc1,i,i
CC(=O)C1=C(C)NC(=O)CC1c1ccc(Br)cc1 (stereo unspecified),i,i
CC1CCN(S(=O)(=O)CCNC(=O)c2ccc(F)cc2)CC1,i,i
O=C(NCc1cccnc1)c1noc2c1CCCC2,i,i
COc1cc(/C=N/NC(=O)COc2ccccc2C)ccc1OC(=O)c1cccs1,i,i
Cc1cc2n(n1)C(c1ccc3c(c1)OCO3)Nc1ccccc1-2 (stereo unspecified),i,i
Cc1cccc(NC(=O)c2cc(Cl)nc3ccccc23)c1,i,i
CC(C)NS(=O)(=O)c1ccc(OCC(=O)Nc2cccc(F)c2)cc1,i,i
CCc1nc(Nc2ccc(OC)cc2OC)c2oc3ccccc3c2n1,i,i
O=[N+]([O-])c1ccc(N2CCC(O)CC2)nc1,i,i
COc1ccc(NC(=O)CN(C)C(=O)Cn2c(=O)oc3ccccc32)cc1,i,i
COc1ccc(C(=O)NNC(=O)CSc2nnc(C)n2C)cc1,i,i
CCN(CC)C(=O)C1=C(C)Nc2nc3ccccc3n2C1c1cccc(OC)c1 (stereo unspecified),i,i
Nc1cccc(-c2ccc(CO)o2)c1,i,i
CCS(=O)(=O)N1CCN(C(=O)c2cc(OC)cc(OC)c2)CC1,i,i
COc1cc(CNc2ncc(-c3ccc(Br)cc3)n2C)cc(OC)c1O,i,i
COc1cc(/C=C2\SC(=S)N(N3CCOCC3)C2=O)ccc1O,i,i
CON(c1nc(N(C)C)nc(N(C)C)n1)S(=O)(=O)c1ccccc1Cl,i,i
CCO[C@@H]1OC(C(=O)NC2CC2)=C[C@H](c2c[nH]c3ccccc23)[C@H]1CCCO,i,i
Cc1nc2cc(S(=O)(=O)C(F)(F)F)ccc2s1,i,i
O=C(Nc1ccnn1C1CCN(Cc2ccccc2)CC1)C1CCOC1 (stereo unspecified),i,i
O=C(CN1CCN(C(=O)C2CCCO2)CC1)Nc1ccc(Cl)cc1 (stereo unspecified),i,i
Cc1cccc(S(=O)(=O)N(CC(=O)Nc2ccccc2C)Cc2ccco2)c1,i,i

# A draw from above in order of SMILES length, descending.
SMILES,CHT allo act,CHT block
CCO[C@@H]1OC(C(=O)NC2CC2)=C[C@H](c2c[nH]c3ccccc23)[C@H]1CCCO,i,i
Cc1cccc(S(=O)(=O)N(CC(=O)Nc2ccccc2C)Cc2ccco2)c1,i,i
COc1ccc(NC(=O)CN(C)C(=O)Cn2c(=O)oc3ccccc32)cc1,i,i
CC(C)NS(=O)(=O)c1ccc(OCC(=O)Nc2cccc(F)c2)cc1,i,i
COc1cc(CNc2ncc(-c3ccc(Br)cc3)n2C)cc(OC)c1O,i,i
O=C(CN1CCN(C(=O)C2CCCO2)CC1)Nc1ccc(Cl)cc1 (stereo unspecified),i,i
Cc1cc2n(n1)C(c1ccc3c(c1)OCO3)Nc1ccccc1-2 (stereo unspecified),i,i
O=C(Nc1ccnn1C1CCN(Cc2ccccc2)CC1)C1CCOC1 (stereo unspecified),i,i
CCc1nc(Nc2ccc(OC)cc2OC)c2oc3ccccc3c2n1,i,i
COc1ccc(C(=O)NNC(=O)CSc2nnc(C)n2C)cc1,i,i
Cc1cccc(NC(=O)c2cc(Cl)nc3ccccc23)c1,i,i
Cc1nc2cc(S(=O)(=O)C(F)(F)F)ccc2s1,i,i
O=C(NCc1cccnc1)c1noc2c1CCCC2,i,i
Nc1cccc(-c2ccc(CO)o2)c1,i,i

# Next part
SMILES,CHT allo act,CHT block
O=C(O)CNC(=O)/C(=C/c1ccco1)NC(=O)/C=C/c1ccccc1,i,i
Cc1nc(CN2CCN(C(=O)CCc3nnc(Cc4c[nH]c5ccccc45)o3)CC2)cs1,i,i
C=CCc1cccc(/C=N/NC(=O)CCC(=O)Nc2ccc(C)cc2)c1O,i,i
C=CCN1C2=NCCCN2c2ccccc21,i,i
CCCCOc1ccc(Nc2nc(C)cc(C)c2C#N)cc1,i,i
CC(=O)NC12CC3CC(C)(C1)CC(NC(C)=O)(C3)C2,i,i
Cc1ccc(OCC(=O)Nc2ccc(S(=O)(=O)N3CCN(C)CC3)cc2)cc1,i,i
Cn1cc(-c2ccccc2C(N)=O)c(=O)c2cc(Cl)ccc21,i,i
CCOC(=O)COc1cccc2c(=O)n(CC(=O)N3CCCc4ccccc43)ccc12,i,i
Cc1nc2cc3c(cc2c(C)c1C(=O)OC(C)C)OCO3,i,i

# 3 compounds drawn at random from the list so far:
SMILES,CHT allo act,CHT block
CCC(=O)N/N=C(\C)CC(=O)Nc1ccc(Cl)cc1,i,i
CSc1ccc(CN(C)CC(=O)Nc2c(F)cccc2F)cc1,i,i
COc1ccc(NC(=O)CN(C)C(=O)Cn2c(=O)oc3ccccc32)cc1,i,i

# The list goes on.
SMILES,CHT allo act,CHT block
CCOC(=O)CNC(=O)Nc1ccccc1C(=O)OC,i,i
CC(NC(=O)c1cccs1)c1ccc(Br)cc1 (stereo unspecified),i,i
O=C(Nc1ccc(CN2CCCCC2)cc1)c1cccc(Br)c1,i,i
CC(C)CCNc1c(-c2cccs2)nc2ccccn12,i,i
CCCCNc1c(C(=O)OCC)c(C)nc2c1cnn2CC,i,i
O=C(Nc1nc2ccc(Oc3ccccc3)cc2s1)c1cc([N+](=O)[O-])ccc1N1CCOCC1,i,i
COc1ccc(-c2noc(CCC(=O)NCCCN3CCN(c4ccccc4F)CC3)n2)cc1,i,i
O=C(NC(=S)Nc1ccc(N2CCOCC2)cc1)c1ccc(Cl)cc1,i,i
CNC(=S)N1CCN(c2ccccn2)CC1,i,i
CC(C)(C)NC(=O)c1cc(C(C)(C)C)c(O)c(C(C)(C)C)c1,i,i
O=C(NCCCN1CCOCC1)c1onc(CSc2ccc(F)c(F)c2)c1C(=O)NCCCN1CCOCC1,i,i
CC(=O)Nc1ccc(S(=O)(=O)NCc2csc(-c3cccnc3)n2)cc1,i,i
Cc1ccc(/C=N/N2CCN(c3ccc(Cl)cc3)CC2)o1,i,i
N#Cc1cc(-c2ccc(Cl)cc2)cnc1Sc1ccc(F)cc1,i,i
CCCCOC(=O)Oc1ccc2c(=O)c(Oc3cc(C)cc(C)c3)coc2c1,i,i
CN1CCN(Cc2nc3ccccc3c(=O)n2CC#N)CC1,i,i
Cc1ccc(CN2C(=O)CCC2C(=O)NC(C)C)cc1 (stereo unspecified),i,i
O=C(Cn1cncc1-c1ccc([N+](=O)[O-])cc1)Nc1ccccc1F,i,i
COCCCNc1nc2nonc2nc1N1CCN2CCCC2C1 (stereo unspecified),i,i
Cc1c(OCC(=O)N2CCC[C@@H]2C(=O)O)ccc2c3c(c(=O)oc12)CCC3,i,i
COC(=O)Nc1sc2c(c1C(=O)NCc1ccco1)CCC2,i,i
CN(CC(=O)Nc1ccc(S(=O)(=O)N2CCCC2)cc1)Cc1cccc(Cl)c1Cl,i,i
O=C(CN(C(=O)CCC(=O)Nc1ccccn1)c1ccc(F)cc1)NCc1ccco1,i,i
COP(=O)(c1ccc(N(C)C)cc1)C(O)c1ccccc1 (stereo unspecified),i,i
Cc1cc(C)n(-c2ccc(OCC(=O)O)nn2)n1,i,i
O=C(Nc1ccc(F)cc1)N(Cc1ccco1)Cc1cc2cc3c(cc2[nH]c1=O)OCO3,i,i
CCC(c1nnnn1C(C)(C)C)N(Cc1ccco1)Cc1cc2cccc(C)c2[nH]c1=O (stereo unspecified),i,i
c1ccc(-c2ccc(C3=Nn4c(nnc4-c4cc(-c5ccccc5)n[nH]4)SC3)cc2)cc1,i,i
CC(C)C(=O)NC(=S)Nc1sc2c(c1C(N)=O)CCCC2,i,i
O=c1c(C=Nc2ccc(Cl)cc2)c[nH]n1-c1cccc(Cl)n1,i,i
